M. tuberculosis – growth inhibition of non-replicating M. tuberculosis (AID 488890). hit rate 0.39% among 320,000. Mycobacterium tuberculosis non-replicating, growth inhibition; higher % means a stronger effect. inhibition, % at 25 µM, or IC50 in µM where a hit was titrated; in the data active = a potency from the dose series; inconclusive = inhibition mostly from about 82% at the one dose, without a potency; inactive = the rest, 99 in 100 with inhibition below about 76%;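 note: plate controls were DMSO cells for no effect and high antibiotic wells for full effect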
inhibitors of VEEV – inhibitors of VEEV TC-83 cytopathic effect, confirmation, Vero cells (AID 588727) | Vero cells, VEEV TC-83 cytopathic effect inhibition; higher % means a stronger effect | inhibition, % at 20 µM, or IC50 in µM where a hit was titrated | hit rate 0.13% among 350,000; in the data active = a potency from the dose series; inconclusive = inhibition mostly from about 14% at the one dose, without a potency; inactive = the rest, 99 in 100 with inhibition below about 12%; note: strong numbers were not always called active
influenza NS1A – H1N1 influenza NS1A inhibitors, functional cell based assay (AID 504329); NS1A functional cell-based assay, percent inhibition; higher % means a stronger effect; inhibition, % at 12.5 µM, or IC50 in µM where a hit was titrated; hit rate 0.3% among 340,000; in the data active = a potency from the dose series; inconclusive = inhibition above about 27% without an active follow-up result; note: strong numbers were not always called active
H37Rv inhibition – M. tuberculosis growth inhibition, HTS (AID 449762); M. tuberculosis H37Rv growth inhibition, 7H9 media; higher % means a stronger effect; hit rate 0.59% among 330,000; inhibition, % at 25 µM, or IC50 in µM where a hit was titrated; in the data active = a potency from the dose series; inconclusive = inhibition above about 70% without an active follow-up result;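 note: bacterial growth assessed after seven days of incubation; strong numbers were not always called active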
PhoP GFP inhibition – PhoP regulon inhibitors, Salmonella typhi PhoP promoter GFP reporter, confirmatory (AID 1850). Salmonella Typhi PhoP-promoter GFP reporter, fluorescence, 4 h; higher % means a stronger effect. inhibition, % at 50 µM, or IC50 in µM where a hit was titrated. hit rate 0.33% among 310,000; in the data active = a potency from the dose series; inconclusive = inhibition mostly from about 25% at the one dose, without a potency; inactive = the rest, 99 in 100 with inhibition below about 19%;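 note: 0% = induced wells with vehicle and 100% = uninduced wells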
inhibitors of VEEV 10K pilot screen – second read-out of inhibitors of VEEV, no call of its own (marks repeat the call); inhibition, %; measured here: 10K pilot screen inhibition
Numbers without * were called inactive; i = inactive; ? = inconclusive; . = no result given. The order is random; any-hit rate near 1.6%.

SMILES	M. tuberculosis	inhibitors of VEEV	influenza NS1A	H37Rv inhibition	PhoP GFP inhibition	others
Cc1ccc(S(=O)(=O)NCc2ccc(C(=O)N3CCN(c4ccccn4)CC3)cc2)cc1	.	1.3%	13%	-10%	-3%
CCc1nc2nc(C)c(NS(=O)(=O)c3ccc(CC(C)C)cc3)c(=O)n2[nH]1	-22%	1.9%	-10%	-7%	-15%
CC(C)c1ccc(C2CC(=O)c3cnc(NC(=O)c4ccco4)nc3C2)cc1 (stereo unspecified)	52%	3.2%	-13%	1%	4%
O=C(NCc1cccc(C(F)(F)F)c1)C1CCN(c2ncccn2)CC1	14%	i	-2%	2%	-4%
O=C(NC1CCCCC1)C1(c2ccccc2)CC1(Cl)Cl (stereo unspecified)	-7%	4.6%	-12%	11%	-2%	inhibitors of VEEV 10K pilot screen=0.0
CCOC(=O)C1CCN(C(=O)/C=C/c2ccccc2)CC1	74%	i	5%	-11%	1%
COc1ccccc1CC(=O)N(CCC#N)CCC#N	7%	3.7%	8%	-7%	0%
CC(=O)c1cc(F)c(N2CCN(C(=O)COc3ccccc3F)CC2)cc1C	40%	0.8%	0%	1%	2%
O=C(Nc1ccc2oc(-c3ccncc3)nc2c1)c1c(F)c(F)c(F)c(F)c1F	-42%	1.1%	8%	-5%	3%
CCN1CCN(C(=O)c2ccc3c(c2)S(=O)(=O)c2ccccc2C3=O)CC1	6%	0.0%	-7%	2%	5%
CC(C)Nc1nc(Cl)nc(NCCOc2ccccc2)n1	25%	7.5%	1%	5%	-4%
O=C/C=C/c1ccccc1	5%	1.3%	3%	-5%	.
COc1ccc(OC)c(NC(=O)c2cnn(-c3ccccc3)c2C)c1	36%	1.3%	-19%	-4%	-7%
Cc1ccc(-c2cc(C(=O)N3CCN(c4ncccn4)CC3)c3ccccc3n2)cc1	43%	i	-10%	59%	-11%
N#Cc1ccccc1NC(=O)COC(=O)c1ccc2c(c1)OCCO2	-18%	6.1%	1%	6%	1%
O=C(N/N=C/c1ccncc1)c1cnccn1	-7%	2.2%	-1%	-9%	-2%
Cc1nnc(SCC(=O)O)s1	-5%	1.9%	-2%	-2%	2%
CC1CCCN(CC(=O)N2c3ccccc3Sc3ccccc32)C1 (stereo unspecified)	5%	0.7%	5%	6%	-18%
O=C(CCS(=O)(=O)c1ccc(Cl)cc1)N1CCN(S(=O)(=O)c2cccs2)CC1	6%	5.2%	2%	-5%	10%
COc1ccc(Nc2nc(-c3c[nH]c4ccccc34)cs2)cc1	58%	10%	8%	46%	1%
C/C(=N\NC(N)=O)C1CC(CC(C)C)C(=O)O1 (stereo unspecified)	-9%	0.9%	-1%	-9%	-3%
CCN1CCN(C(c2cccs2)C(C)NC(=O)C(=O)N2CCCCC2)CC1 (stereo unspecified)	5%	0.6%	0%	5%	2%
O=C(Cn1cc(C(F)(F)F)cc(Cl)c1=O)NCc1ccc(F)cc1	-4%	0.5%	-6%	4%	-1%
O=C(NN=C1CCCCCCC1)c1ccc(F)cc1	28%	0.4%	-8%	8%	9%
COCc1cc(C)nc(SCC(=O)Nc2ccccc2C)c1C#N	14%	i	-1%	-8%	2%	inhibitors of VEEV 10K pilot screen=2.1
COc1ccc(C(=O)CC(=O)C(=O)Nc2cccc(F)c2)cc1	50%	2.1%	-8%	-1%	9%
Cc1ccc(-c2cccc(C3CC=CC4C3C(=O)N(Cc3ccccc3)C4c3cc(C)ccc3F)c2)cc1 (stereo unspecified)	-5%	i	11%	6%	1%
Nc1cc(N)nc(SCCOc2ccccc2)n1	-11%	i	-7%	-10%	0%
Cc1ccc(-n2c(O)c(/C=N/NC(=O)c3ccncc3)c(=O)[nH]c2=O)cc1C	58%	0.2%	17%	?	-5%
CCCC(=O)c1ccc(N2CCN(S(=O)(=O)c3ccccc3)CC2)c(F)c1	-23%	0.2%	1%	-8%	9%
Cc1ccc(-c2cn(S(=O)(=O)c3cccc([N+](=O)[O-])c3)nc2N)cc1	0%	i	-5%	0%	-2%
COc1ccccc1NC(=O)c1oc2ccccc2c1NC(=O)C1CC1	8%	7.7%	0%	2%	-6%
CCOc1ccccc1NC(=O)c1ccc2c(c1)C(=O)N(C(C)(C)C)C2=O	1%	2.2%	0%	3%	-3%
CCN1CCN(c2ccc(S(=O)(=O)N3CCCCC3)cc2NC(=O)COc2ccc(Cl)c(C)c2)CC1	53%	4.3%	0%	?	-3%
CC(C)[C@H](NC(N)=O)C(=O)Nc1ccc(OCc2ccccc2)cc1	12%	3.2%	-6%	2%	5%
CC(NC(=O)c1ccc(NC(=O)CC2SC(N3CCCC3)=NC2=O)cc1)c1ccccc1 (stereo unspecified)	1%	3.5%	-8%	-7%	.
CN1CCN(c2ccc(S(=O)(=O)N3CCCCC3)cc2NC(=O)Cc2ccccc2F)CC1	14%	i	-7%	-6%	3%
CCOC(=O)N1CCC(N2CCN(c3ccccc3)CC2)CC1	-3%	i	-7%	-1%	-6%
CSc1ccc(C(=O)C2CCCN(C(=O)c3ccc4c(c3)OCO4)C2)cc1 (stereo unspecified)	.	0.6%	-8%	1%	-3%
O=S(=O)(NCc1cccnc1)c1cc(Cl)ccc1Cl	-10%	i	22%	-4%	-17%

By substructure, those above with two or more sulfur atoms
SMILES	M. tuberculosis	inhibitors of VEEV	influenza NS1A	H37Rv inhibition	PhoP GFP inhibition	others
Cc1nnc(SCC(=O)O)s1	-5%	1.9%	-2%	-2%	2%
O=C(CCS(=O)(=O)c1ccc(Cl)cc1)N1CCN(S(=O)(=O)c2cccs2)CC1	6%	5.2%	2%	-5%	10%

More results follow.
SMILES	M. tuberculosis	inhibitors of VEEV	influenza NS1A	H37Rv inhibition	PhoP GFP inhibition	others
COc1ccc(NC(=O)CCNC(=O)c2ccco2)cc1Cl	4%	i	4%	?	-2%
N#Cc1cc(-c2ccc(Cl)cc2)cnc1Sc1ccccc1	-4%	i	-6%	-10%	3%
CS(=O)(=O)c1ccccc1C(=O)Nc1ccc(-c2nc3ccccc3[nH]2)cc1	-3%	?	-5%	4%	14%
CCOC(=O)c1ccc(NS(=O)(=O)N2CCCCCC2)cc1	24%	0.5%	-10%	-6%	4%
Cc1cccc(C)c1N1CCN(c2c(C)cccc2C)CC1	12%	i	-1%	-1%	2%
Cn1cc(/C=C(\NC(=O)c2ccccc2Cl)C(=O)NCCCn2ccnc2)c2ccccc21	3%	4.2%	11%	4%	3%
CCSCCC(NC1=CC(=O)CC(C)(C)C1)C(=O)O (stereo unspecified)	-12%	1.8%	-2%	-8%	-8%
NS(=O)(=O)c1ccc(Nc2nc(-c3ccc(F)cc3)cs2)cc1	7%	7.2%	.	?	-9%
COc1ccc(CNC(=O)COC(=O)CCn2c(C)csc2=O)cc1OC	6%	1.0%	-2%	-4%	-1%
Cc1cccc(Nc2ccncc2S(=O)(=O)NC(=O)NC(C)C)c1	6%	0.7%	0%	1%	-1%
CCN1C(=O)S/C(=C/c2c(OCc3ccc(C(=O)O)cc3)ccc3ccccc23)C1=O	46%	5.0%	14%	1%	-12%
COc1cccc(-c2nn3c(-c4ccccn4)nnc3s2)c1	12%	0.5%	-3%	-6%	16%
Cc1ccn2cc(C(=O)Nc3ccccc3N3CCOCC3)nc2c1	6%	i	3%	4%	10%
Nc1nonc1N/N=C/c1c(O)ccc2ccccc12	28%	3.7%	10%	57%	-17%
c1cnc2nc3c4ccccc4c4ccccc4c3nc2c1	.	8.0%	-13%	.	.
CCOC(=O)Cn1nnc(-c2ccc(SC)cc2)n1	79%	0.7%	-5%	56%	6%
C[n+]1ccccc1C1CCCC/C1=N\NC(N)=S (stereo unspecified)	11%	i	-5%	-1%	11%
CS(=O)(=O)N(Cc1ccccc1)c1ccc(C(=O)Nc2cccnc2)cc1	-18%	0.5%	7%	-6%	-11%
Cc1cccc(Cn2c(NCCO)nc3c2c(=O)n(C)c(=O)n3C)c1	0%	1.6%	-13%	-1%	-4%
Cn1c(=O)[nH]c(=O)c2c1nc(CN1CCN(Cc3ccccc3)CC1)n2CC(N)=O	.	0.5%	-4%	-1%	.

Retrieved by structure from the list above (three):
SMILES	M. tuberculosis	inhibitors of VEEV	influenza NS1A	H37Rv inhibition	PhoP GFP inhibition	others
CCOC(=O)c1ccc(NS(=O)(=O)N2CCCCCC2)cc1	24%	0.5%	-10%	-6%	4%
CS(=O)(=O)N(Cc1ccccc1)c1ccc(C(=O)Nc2cccnc2)cc1	-18%	0.5%	7%	-6%	-11%
Cn1c(=O)[nH]c(=O)c2c1nc(CN1CCN(Cc3ccccc3)CC1)n2CC(N)=O	.	0.5%	-4%	-1%	.

The list continues.
SMILES	M. tuberculosis	inhibitors of VEEV	influenza NS1A	H37Rv inhibition	PhoP GFP inhibition	others
Cc1ccc(N2C(=O)N3[C@H](c4ccc(F)cc4)[C@@H]4C(=O)N(C5CCCCC5)C(=O)[C@@H]4[C@]3(C)C2=O)cc1	28%	i	9%	2%	10%
CCCCCCOC1(c2ccccc2)OC(=O)c2ccccc21 (stereo unspecified)	7%	i	18%	0%	1%
Cc1ccc(C(=O)COC(=O)Cc2ccccc2)cc1	49%	5.5%	22%	-11%	-9%
Cc1nn(C)cc1[C@@H]1C[C@H]2CN(Cc3cccc(Cl)c3)C(=O)[C@]23CCCN13	11%	0.2%	6%	1%	-6%
CCCCNC(=S)N(Cc1ccco1)Cc1cc2cc3c(cc2[nH]c1=O)OCCO3	67%	1.8%	-12%	7%	12%
O=S(=O)(Nc1ccccc1F)c1cccc(NC(=S)NCCN2CCOCC2)c1	?	5.0%	-8%	?	.
COc1ccc(NC(=O)Cn2cccc2)c(OC)c1	-6%	3.8%	10%	6%	-4%
O=C(CN1CCCC1=O)NC1C2CC3CC(C2)CC1C3 (stereo unspecified)	-9%	0.0%	9%	-2%	-4%	inhibitors of VEEV 10K pilot screen=0.3
O=C(COC(=O)c1cnc(Cl)c(Cl)c1)NCCC1=CCCCC1	59%	i	-5%	15%	9%
C=CCN1C(=O)c2ccc(C(=O)OCC(=O)N(C)C3CCCCC3)cc2C1=O	5%	2.6%	-1%	-1%	11%
Cc1ccc(CN2CCNC(=O)C2CC(=O)NCc2csc(C(C)C)n2)cc1 (stereo unspecified)	20%	0.7%	12%	12%	13%
Cc1ccccc1C(N)=O	.	i	4%	.	.
COC(C[C@H]1O[C@H]1[C@@H](O)COCc1ccccc1)OC	.	i	3%	.	.
CCn1c(C)nc2cc(C(=O)NNC(=S)NC(=O)c3ccccc3)ccc21	25%	1.0%	5%	?	4%
COc1ccc(OCCOc2ccc(S(=O)(=O)N3CCCC3)cc2[N+](=O)[O-])cc1	10%	7.3%	-8%	5%	.
COc1cccc(C(=O)Nc2c3c(nn2-c2cccc(C)c2C)CS(=O)C3)c1OC (stereo unspecified)	-1%	6.0%	9%	-5%	-11%
COc1cc(C2C(C#N)=C(N)Oc3n[nH]c(-c4cccnc4)c32)ccc1OCC(N)=O (stereo unspecified)	-9%	0.6%	-11%	-4%	5%
CN(C)S(=O)(=O)c1cccc(NC(=O)c2ccccc2OCc2ccc(F)cc2)c1	1%	1.5%	-16%	4%	13%
O=C(CCc1n[nH]c(=O)[nH]c1=O)N1CCOCC1	.	0.4%	8%	-14%	-17%
CCOc1ccc2c(c1)C(=NNC(=O)c1ccncc1)c1cc(OCC)ccc1-2	57%	13%	-6%	?	8%
COc1ccc(/C=C2\SC(=S)N(CCC(=O)NCCCN3CCOCC3)C2=O)cc1	7%	9.7%	3%	-2%	-5%
CCS(=O)(=O)C1=NSC2=NC(=O)/C(=C\c3ccc(OS(=O)(=O)c4ccccc4)c(OC)c3)C(=N)N21	-8%	i	4%	8%	-7%
CCCCCCCCCCCCC/C=C/[C@@H](O)[C@@H](N)CO	-8%	i	-6%	0%	25%
COc1ccc2[nH]c(C(=O)Nc3ccc(C)c(F)c3)cc2c1	3%	2.8%	-1%	2%	-2%
CCOCCCN(C(=O)c1snc(C(N)=O)c1N)C(C(=O)NC(C)(C)C)c1ccc(Cl)cc1 (stereo unspecified)	7%	i	1%	1%	-5%
CC(=O)OCC(=O)C1CCC2C3CC=C4CC(O)CCC4(C)C3CCC12C (stereo unspecified)	1%	0.9%	4%	-11%	-8%
Fc1ccccc1CSc1nnc(Cn2cnc3ccccc32)n1-c1ccccc1	23%	0.7%	-8%	0%	-10%
Cc1ccc(OCCNC(=O)CNC(=O)c2ccc(C)cc2)cc1	18%	1.2%	-1%	5%	-4%

2 consecutive records already listed:
SMILES	M. tuberculosis	inhibitors of VEEV	influenza NS1A	H37Rv inhibition	PhoP GFP inhibition	others
CCS(=O)(=O)C1=NSC2=NC(=O)/C(=C\c3ccc(OS(=O)(=O)c4ccccc4)c(OC)c3)C(=N)N21	-8%	i	4%	8%	-7%
CCCCCCCCCCCCC/C=C/[C@@H](O)[C@@H](N)CO	-8%	i	-6%	0%	25%

Assay outcomes: PubChem, Southern Research Specialized Biocontainment Screening Center
